GIRK2 act – GIRK2 channel activators by thallium flux; 34,000 tested, under 10 active; activation (% efficacy), % for hits at 37.5 µM; HEK293 GIRK2/NPY4 cells, thallium flux fluorescence;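 active = primary screen hit, no activity in plain HEK293 cells, and in GIRK2-only cells above 5% efficacy rising with concentration; inactive = the rest, including fluorescent compounds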;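 also: efficacy is normalized control-subtracted fluorescence 15 s after thallium addition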
Target sequence (P48051 whole entry, looked up): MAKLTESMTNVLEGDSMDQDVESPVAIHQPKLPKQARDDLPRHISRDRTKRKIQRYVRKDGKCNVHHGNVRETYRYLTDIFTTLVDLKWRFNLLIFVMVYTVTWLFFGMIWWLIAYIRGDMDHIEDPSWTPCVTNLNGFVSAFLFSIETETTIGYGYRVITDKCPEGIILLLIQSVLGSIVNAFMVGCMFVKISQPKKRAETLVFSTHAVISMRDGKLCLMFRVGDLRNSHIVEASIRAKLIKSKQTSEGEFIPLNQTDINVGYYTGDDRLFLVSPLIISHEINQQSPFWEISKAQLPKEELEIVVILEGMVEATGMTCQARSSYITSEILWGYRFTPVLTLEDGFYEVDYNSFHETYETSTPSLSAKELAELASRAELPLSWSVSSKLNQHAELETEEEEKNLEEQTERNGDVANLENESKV
Calls only; i = inactive.

SMILES	GIRK2 act
O=C(NCCn1ncc2c(N3CCN(c4ncccn4)CC3)ncnc21)c1c(F)cccc1Cl	i
Cn1nnc2c(N3CCN(C(=O)C4CCCO4)CC3)ncnc21 (configuration not stated)	i
COc1ccc(Cl)cc1NC(=O)NCCCn1nc(-c2ccc(F)cc2)ccc1=O	i
FC(F)(F)c1cccc(CSc2cc(N3CCCC3)ncn2)c1	i
O=S(=O)(c1ccccc1)N1N=C(C2CC2)CC1c1ccco1 (configuration not stated)	i
Cc1cccc(C)c1NC(=O)CSc1nnc(CCn2ccc(=O)[nH]c2=O)o1	i
COc1ccc(CNC(=O)C(=O)NCC2CCN(Cc3cccs3)CC2)cc1	i
COc1coc(C(=O)Nc2nc(CC(N)=O)cs2)cc1=O	i
O=C(NCC1(c2ccc(F)cc2)CCOCC1)C1CCCCC1	i
O=c1[nH]c2ccccc2c(=O)n1CCS	i
O=C(NCC1CCN(c2ccccn2)CC1)C(=O)Nc1ccc2c(c1)OCCO2	i
CCOc1cn(-c2ccc(F)cc2)nc1C(=O)Nc1cc(Cl)ccc1Cl	i
Cc1[nH]c(=O)[nH]c(=O)c1CC(=O)Nc1ccc(-n2cnnn2)cc1	i
CCN1C(=O)SC(Nc2ccc(C)c(Cl)c2)C1=O (configuration not stated)	i
O=C(c1cc2ccccc2o1)N1CCC(CNS(=O)(=O)Cc2ccccc2Cl)CC1	i
O=C(Cc1csc(NC(=O)C2CCC(=O)N2)n1)NCc1ccc2c(c1)OCO2 (configuration not stated)	i
COc1ccc(NS(=O)(=O)c2ccccc2[N+](=O)[O-])cc1N1CCCC1=O	i
COc1ccccc1-c1cnn2c(N3CCN(CCO)CC3)cc(C)nc12	i
Cc1nnsc1C(=O)N1CCC(CNC(=O)Cn2c(=O)oc3ccccc32)CC1	i
Cc1ccc(/C=C/S(=O)(=O)NCCCn2nc(-c3ccc(Cl)cc3)ccc2=O)cc1	i
O=C(CCc1csc(NC(=O)c2ccc(Cl)cc2)n1)Nc1nccs1	i
COc1ccc2c(=O)c(Oc3ccc(C(=O)Nc4cccnc4)cc3)c(C)oc2c1	i
CCOc1ccc(C(=O)N2CCN(c3cc(OC)nc(OC)n3)CC2)cc1	i
COC(=O)c1c(NC(=O)c2ccn(C)n2)sc2ccccc12	i
Cc1ccsc1C(O)CNS(=O)(=O)c1c(C)noc1C (configuration not stated)	i
Cc1c(Cl)cccc1S(=O)(=O)NCC(O)c1ccsc1 (configuration not stated)	i
CS(=O)(=O)c1ccccc1NC(=O)c1ccc(Br)s1	i
O=C(Cc1c[nH]c2ccccc12)NCC#CCOc1cccc(C(F)(F)F)c1	i
COc1cc(C(=O)Nc2ccc(C)c(N3CCCCC3=O)c2)cc(OC)c1OC	i
COc1ccc(S(=O)(=O)CCCC(=O)Nc2nc(-c3nc4ccccc4s3)cs2)cc1	i
Cc1ccccc1Nc1nc2c(c(=O)[nH]c(=O)n2C)n1CC(=O)O	i
COc1cn(-c2ccc(F)cc2)nc1C(=O)NCCC1=CCCCC1	i
CC(=O)N1CC(C(=O)Nc2cc3ccccc3oc2=O)C1	i
CC(=O)N1CCN(S(=O)(=O)CCCOc2ccc3c(c2)OCO3)CC1	i
Cc1cc(=O)[nH]c(O)c1C(=O)O	i
Cc1ccccc1C(=O)Nc1ccc(N2CCCC2=O)c(C)c1	i
COc1ccc2c(CC(=O)NCC3CCCO3)cc(=O)oc2c1 (configuration not stated)	i
COC(=O)c1cccc(NC(=O)c2sccc2N(C)S(=O)(=O)c2ccccc2)c1	i
COc1ccc(C(CNC(=O)C(=O)Nc2ccc3c(c2)OCCO3)N2CCOCC2)cc1 (configuration not stated)	i
Cc1ccc(S(=O)(=O)N(C)CC(=O)N2CCCC2)cc1	i
COc1ccc(-c2ccc(=O)n(CC(=O)NC3CCCC3)n2)cc1	i
CCOc1ccc(-n2nnnc2CN2CCN(C(=O)c3ccco3)CC2)cc1	i
O=C(Nc1ccc2c(c1)N(C(=O)C1CCCO1)CC2)C1CCCC1 (configuration not stated)	i
Cc1nc(Nc2ccc(NC(=O)c3c(F)cccc3Cl)cc2)cc(-n2ccnc2)n1	i
COc1ccccc1N1CCN(C(=O)c2snc(C(=O)NC(C)C)c2N)CC1	i
COc1ccc(CCNC(=O)c2csc(NS(=O)(=O)c3ccccc3)n2)cc1	i
CCCc1nnsc1C(=O)NCC1CCN(C(=O)c2cc3ccccc3o2)CC1	i
COC(=O)c1cc(-c2ccc(Cl)cc2Cl)n[nH]1	i
COc1ccccc1N1CCN(C(=O)C2CCC(Cn3c(=S)[nH]c4ccccc4c3=O)CC2)CC1 (configuration not stated)	i
COc1ccc(CCNC(=O)CN2CC(c3nc(-c4ccsc4)no3)C2)cc1OC	i
(list continues)
SMILES	GIRK2 act
COC(=O)c1ccc2c(=O)n(Cc3ccc(C(=O)N4CCCCCC4)cc3)c(=S)[nH]c2c1	i
Cc1cc(C(=O)Nc2onc3c2CSC3)no1	i
COc1cccc2cc(C(=O)N3CCC(Cn4cnc5ccccc54)CC3)oc12	i
COc1ccc(NC(=O)NCCn2nc(-c3ccc(OC)c(OC)c3)ccc2=O)cc1	i
Cc1ccc(CC(=O)Nc2ccccc2S(C)(=O)=O)cc1	i
COc1ccc(NC(=O)CN2CCCN(Cc3cc(C)ccc3C)S2(=O)=O)c(OC)c1	i
Cc1cc(N(C)C)nc(NCCNC(=O)C(C)(C)Oc2ccc(Cl)cc2)n1	i
Cc1ccc(-c2cc(=O)n(CC(=O)Nc3ccc(C(C)C)cc3)cn2)cc1	i
Cc1ccccc1C(=O)NCC1CCN(Cc2ccco2)CC1	i
CCC(C)NC(=O)c1snc(-c2ccc(OC)cc2)c1N (configuration not stated)	i
Cc1cc([N+](=O)[O-])ccc1NC(=O)C(=O)NCC(c1cccs1)N(C)C (configuration not stated)	i
O=S(=O)(N1CCOCC1)N1CCN(c2ccccc2F)CC1	i
O=C(Nc1nc2c(Cl)cccc2s1)c1ccno1	i
COc1ccc([N+](=O)[O-])cc1NC(=O)c1ccccc1NS(=O)(=O)c1ccccc1	i
CC(C)S(=O)(=O)c1ccc(CC(=O)N2CCC(Cn3cnc4ccccc43)CC2)cc1	i
COC(=O)N1CCC(CNC(=O)COc2cccc(OC)c2)CC1	i
O=C(NCc1ccccc1Cl)c1nnn(-c2ccccc2)c1CSc1ncccn1	i
O=C1CCc2cc(NC(=O)NCc3cccc4ccccc34)ccc2N1	i
CNC(=O)Cc1ccc(NC(=O)COc2ccccc2F)cc1	i
Cn1c(-c2ccccc2)nn(CCNC(=O)Nc2ccccc2C(F)(F)F)c1=O	i

Continued; the last 6 above are carried over.
SMILES	GIRK2 act
CC(C)S(=O)(=O)c1ccc(CC(=O)N2CCC(Cn3cnc4ccccc43)CC2)cc1	i
COC(=O)N1CCC(CNC(=O)COc2cccc(OC)c2)CC1	i
O=C(NCc1ccccc1Cl)c1nnn(-c2ccccc2)c1CSc1ncccn1	i
O=C1CCc2cc(NC(=O)NCc3cccc4ccccc34)ccc2N1	i
CNC(=O)Cc1ccc(NC(=O)COc2ccccc2F)cc1	i
Cn1c(-c2ccccc2)nn(CCNC(=O)Nc2ccccc2C(F)(F)F)c1=O	i
COc1ccc(C(CNS(=O)(=O)c2cc(F)ccc2F)N2CCN(C)CC2)cc1 (configuration not stated)	i
CN(C)CCCNc1oc(-c2ccco2)nc1S(=O)(=O)c1ccccc1	i
COc1ccc(Cl)cc1-n1nnc(C(=O)NCCO)c1C	i
CN(C)C(CNC(=O)C(=O)Nc1nccs1)c1cccc2ccccc12 (configuration not stated)	i
CC(C)C(=O)Nc1ccc(S(=O)(=O)NCC2(c3cccs3)CCCC2)cc1	i
O=C(CN1CCNCC1)c1cccs1	i
O=C(COc1ccccc1)NNC(=O)c1cccn(Cc2ccc(Cl)c(Cl)c2)c1=O	i
COc1ccccc1NC(=O)N1CCN(c2ncnc3c2nnn3C)CC1	i
CCc1ccccc1NC(=O)C(=O)NCC1CCN(Cc2ccccc2)CC1	i
CC1C(=O)NCCN1C(=O)C1COc2ccccc2O1 (configuration not stated)	i
O=C(CCCn1c(=S)[nH]c2ccccc2c1=O)N1CC=C(c2ccccc2)CC1	i
Cc1nn(C2CCS(=O)(=O)C2)c2nc(-c3cccs3)cc(C(=O)NCc3ccccc3)c12 (configuration not stated)	i
Cc1cc(NC(=O)c2ccccc2Br)n(-c2nc(-c3ccccc3)cs2)n1	i
CC(C)(C)NC(=O)c1cc(N2C(=O)CCS2(=O)=O)ccc1Cl	i
O=C(O)C1CCN(c2nnc(N3CCCCC3)c3ccccc23)CC1	i
O=C(CCc1csc(NS(=O)(=O)c2ccccc2)n1)Nc1nc2ccccc2s1	i
Cc1nc(NCCNC(=O)Nc2cccc(C)c2C)cc(N2CCCC2)n1	i
COc1cn(CC(=O)Nc2ccc(Br)cc2)c(CSc2ncccn2)cc1=O	i
COc1cn2c(cc1=O)C(=O)N(CCNC(=O)c1ccc(-c3ccccc3)cc1)CC2	i
CCOc1ccc2ccccc2c1C(=O)NCC1CCN(C(=O)Nc2ccccc2OC)CC1	i
COc1ccc(CCNC(=O)NCC(C)(O)c2ccccc2)cc1 (configuration not stated)	i
Cc1cc(O)c(C(c2ccc3c(c2)OCO3)c2c(O)cc(C)n(C)c2=O)c(=O)n1C	i
Cc1nn(C2CCS(=O)(=O)C2)c(C)c1CC(=O)Nc1cccc(NS(C)(=O)=O)c1 (configuration not stated)	i
COc1ccc(C)cc1Nc1nc(C(=O)Nc2cc(OC)c(OC)c(OC)c2)cs1	i
O=C(c1ccno1)N(CCN1CCOCC1)c1nc2ccccc2s1	i
NC(=O)C1CCN(C(=O)c2ccc3c(=O)n(Cc4ccccc4Cl)c(=S)[nH]c3c2)CC1	i
O=C(c1ccccn1)N1CC(c2nc(-c3ccco3)no2)C1	i
Cc1ccc(-c2ccc(SCC(=O)Nc3nc(C)cs3)nn2)c(C)c1	i
CN1CCN(C(CNC(=O)COc2ccccc2F)c2cccn2C)CC1 (configuration not stated)	i
COc1ccc(C)cc1S(=O)(=O)N1CCN(c2ccc(-c3ccccc3)nn2)CC1	i
Cc1nn2c(NCCOCCO)c3c(nc2c1-c1ccccc1)CCCC3	i
O=C(Nc1ccc2c(c1)N(C(=O)c1ccco1)CC2)Nc1cccs1	i
COCCNC(=O)Cc1ccc(NC(=O)COc2ccc(OC)cc2)cc1	i
COc1ccc(N2CCN(C(=O)COc3ccc4ccccc4c3)CC2)nn1	i
O=C(Cc1ccc(NC(=O)c2ccc3c(c2)OCO3)cc1)NCc1cccs1	i
Cc1ccc(-n2nc3c(c2NC(=O)C(=O)N2CCC(C(N)=O)CC2)CS(=O)(=O)C3)c(C)c1	i
O=C(Cc1csc(Nc2cccc(Cl)c2)n1)Nc1nccs1	i
CC(=O)NCCc1nc2ccccc2n1CCCOc1cccc2ccccc12	i
COc1cc(-c2ccc(SCC(=O)Nc3nccs3)nn2)cc(OC)c1OC	i
O=C(Nc1ccc2c(c1)OCO2)c1cc(N2C(=O)CCS2(=O)=O)ccc1Cl	i
CCOCC(=O)NCC1CCN(C(=O)c2cc3ccccc3o2)CC1	i
CCOc1ccccc1C(=O)NCCC(O)c1ccccc1 (configuration not stated)	i
CS(=O)(=O)N1CCC(C(=O)NCCn2nc(-n3cccn3)ccc2=O)CC1	i
COC(=O)c1ccccc1NC(=O)C12CCC(C1)C(C)(C)C2=O (configuration not stated)	i
CC(C)Sc1ccc(CC(=O)N2CCC(C(=O)NCC(F)(F)F)CC2)cc1	i
O=C(Nc1ccccc1F)c1cc(N2C(=O)CCS2(=O)=O)ccc1Cl	i
CNC(=O)Cc1ccc(NC(=O)CCc2ccc(OC)cc2)cc1	i
COc1ccc(S(=O)(=O)Nc2nc(C(=O)NCc3cccs3)cs2)cc1	i
Cc1cc(-c2nnc(NC(=O)c3ccc(C(=O)c4ccccc4)cc3)o2)nn1C	i
COc1ccc(CC(=O)NCc2ccsc2)cc1	i
New compounds follow:
SMILES	GIRK2 act
O=C(COc1ccccc1)N1CCC(CNC(=O)C2(c3ccccc3)CCOCC2)CC1	i
CC(=O)Nc1ccc(OCC(O)CN(c2ccc(Br)cc2)S(C)(=O)=O)cc1 (configuration not stated)	i
O=C(Cc1cccc2ccccc12)Nc1ccc2c(c1)CCCN2C(=O)c1ccccc1	i
CCOC(=O)CNC(=O)CSc1nnc(Cc2c(C)[nH]c(=O)[nH]c2=O)o1	i
Cc1nc(-c2cccs2)c(CCC(=O)Nc2ccc3c(c2)OCCO3)s1	i
CC1C(=O)NCCN1C(=O)C1CCCN(S(=O)(=O)c2ccc(F)cc2)C1 (configuration not stated)	i
NC(=O)C1CCN(C(=O)c2cc3n(n2)CCCO3)CC1	i
CCCOc1ccccc1N1CCn2c1nc1c2c(=O)n(CCC)c(=O)n1C	i
COC(=O)Nc1nc(CC(=O)N2CCN(c3cccc(OC)c3)CC2)cs1	i
Cc1cc(C)cc(N2C(=O)N(CC(=O)NCc3ccccc3)c3ccccc3S2(=O)=O)c1	i

7 compounds from above, ordered by length of the SMILES, largest number first.
SMILES	GIRK2 act
Cc1cc(C)cc(N2C(=O)N(CC(=O)NCc3ccccc3)c3ccccc3S2(=O)=O)c1	i
O=C(COc1ccccc1)N1CCC(CNC(=O)C2(c3ccccc3)CCOCC2)CC1	i
CC(=O)Nc1ccc(OCC(O)CN(c2ccc(Br)cc2)S(C)(=O)=O)cc1 (configuration not stated)	i
CC1C(=O)NCCN1C(=O)C1CCCN(S(=O)(=O)c2ccc(F)cc2)C1 (configuration not stated)	i
COC(=O)Nc1nc(CC(=O)N2CCN(c3cccc(OC)c3)CC2)cs1	i
Cc1nc(-c2cccs2)c(CCC(=O)Nc2ccc3c(c2)OCCO3)s1	i
NC(=O)C1CCN(C(=O)c2cc3n(n2)CCCO3)CC1	i

Additional results
SMILES	GIRK2 act
O=C(CCCS(=O)(=O)c1ccccc1)Nc1nnc(Cc2ccc(Cl)s2)o1	i
O=C(Cc1ccccc1Cl)NCC1CCN(C(=O)c2ccccc2F)CC1	i
Cc1cnn(C)c1C(=O)Nc1nc2ccc(S(=O)(=O)N(C)C)cc2s1	i
COc1cccc(C(=O)Nc2nnc(-c3ccc(OC)c(OC)c3)o2)c1	i
Cc1ccc(C(=O)Nc2ccc(C(=O)NCCNC(=O)c3sc(C)nc3C)cc2)cc1	i
O=C(c1cc2cc(Cl)cc(Cl)c2oc1=O)N1CCN(c2ccccc2F)CC1	i

These rows are one share of the data; count on the stated rates, not on these rows.
